High-throughput results from PubChem BioAssay.
VHR inh abs: blocks human VHR1 dual specificity phosphatase. P51452. recombinant VHR phosphatase, pNPP absorbance. inhibition, % at 13.3 µM. actives 0.52% (n = 290,000). AID 1654; in the data active = inhibition above about 50%; also: some compounds called inactive have numbers as strong as hits
Target sequence (P51452 whole entry, looked up): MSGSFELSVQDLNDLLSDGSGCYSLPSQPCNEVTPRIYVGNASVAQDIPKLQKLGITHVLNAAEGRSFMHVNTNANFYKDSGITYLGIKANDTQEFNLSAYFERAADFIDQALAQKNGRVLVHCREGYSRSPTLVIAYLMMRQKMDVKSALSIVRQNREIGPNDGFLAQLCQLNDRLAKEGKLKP
MazEF act: increases E. coli MazEF RNase cleavage of RNA; activation, % at 20 µM; actives 0.32% (n = 350,000); FAM/BHQ RNA-DNA oligo cleavage fluorescence, 5 h; AID 504720; in the data active = activation above about 50%
Target sequence (P0AE70 whole entry, looked up): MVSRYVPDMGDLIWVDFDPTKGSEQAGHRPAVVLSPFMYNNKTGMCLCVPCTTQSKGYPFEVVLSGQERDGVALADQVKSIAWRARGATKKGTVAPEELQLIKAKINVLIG
TcdB inh: inhibitors of Clostridioides difficile toxin B glycohydrolase; TcdB glycohydrolase enzymatic assay, plate reader; AID 652162; P18177; inhibition, % at 9.99 µM; actives 0.24% (n = 350,000); in the data active = inhibition above about 10%
PrPC TRFRET: cell surface PrPC inhibition, primary TR-FRET screen. inhibition, % at 13.8 µM. P04156. AID 720596. TR-FRET read-out. actives 0.43% (n = 370,000); in the data active = inhibition above about 24%; also: 0% = median of the test wells and 100% = reference compound wells
Vc quorum ag: induces V. cholerae light production without autoinducers | V. cholerae BH1578 lux reporter, luminescence, 6 h | activation, % at 18.7 µM | actives 0.16% (n = 350,000) | AID 588436; in the data active = activation mostly above about 9.7%, no sharp cut-off; also: not every result past the cut was called active; inactives centre near 0; reference of the scale not given here
PriA SSB inh: inhibitors of Klebsiella pneumoniae PriA binding to SSB C-terminal tail; AlphaScreen SSBct-PriA binding, biotinylated peptide; inhibition, % at 33 µM; actives 0.6% (n = 430,000); AID 1272365; in the data active = inhibition mostly above about 37%, no sharp cut-off; inactive = mostly below about 20%;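 also: plate controls were negative control peptide for no effect and reference peptide for full effect; strong numbers were not always called active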
Rv3671c protease: inhibitors of M. tuberculosis serine protease Rv3671c | P9WHR9 | inhibition, % at 5.96 µM | actives 0.048% (n = 320,000); in the data active = inhibition above about 38%;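 also: extracellular domain of Rv3671c used as enzyme; 0% = enzyme with DMSO and 100% = no enzyme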
Target sequence (P9WHR9 whole entry, looked up, the tested form may be a part): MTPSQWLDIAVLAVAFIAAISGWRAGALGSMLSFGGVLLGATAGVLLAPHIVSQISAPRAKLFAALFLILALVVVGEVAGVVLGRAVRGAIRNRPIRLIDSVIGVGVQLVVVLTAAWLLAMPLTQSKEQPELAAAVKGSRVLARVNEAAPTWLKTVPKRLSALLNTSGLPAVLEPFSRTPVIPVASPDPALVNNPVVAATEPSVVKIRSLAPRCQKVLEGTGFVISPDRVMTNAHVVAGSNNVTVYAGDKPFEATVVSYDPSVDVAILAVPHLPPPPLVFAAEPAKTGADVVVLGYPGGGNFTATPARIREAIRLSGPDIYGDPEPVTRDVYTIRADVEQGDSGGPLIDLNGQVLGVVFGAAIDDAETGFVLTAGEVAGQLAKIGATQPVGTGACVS
3CLpro inhibitor: SARS-CoV 3CLpro protease inhibition; recombinant SARS-CoV 3CLpro, quenched FRET peptide cleavage; inhibition, % at 6 µM; actives 0.14% (n = 290,000); AID 1706; in the data active = inhibition above about 12%
CCHFV vOTU inh: CCHFV vOTU protease inhibition; Pep-AMC fluorescence; inhibition, % at 11.5 µM; actives 0.55% (n = 370,000); in the data active = inhibition above about 30%; also: 0% = vehicle wells with enzyme and 100% = no enzyme wells
Y pestis TopoI: inhibitors of Yersinia pestis topoisomerase I; Y. pestis Topo-I cleavage product accumulation, plate reader; actives 0.064% (n = 360,000); activity, % at 10 µM; AID 504884; in the data active = activity above about 50%, passing the limit was not always enough; also: inactives centre near 2
* hit, by the source's call; i = inactive; nt = no result given; & = joins results of further samples. A portion of the library, so the mix of outcomes need not match the whole.

Molecule	VHR inh abs	PrPC TRFRET	Vc quorum ag	PriA SSB inh	3CLpro inhibitor	Y pestis TopoI	TcdB inh	MazEF act	CCHFV vOTU inh	Rv3671c protease
COc1ccc(CN(C)C2c3ccccc3-c3ccccc32)cc1	45	7	-0.6	-32	-2	18	nt	2	14	-6
Cc1cccc(-c2noc(-c3ccoc3C)n2)c1	29	-1	-0.5	-15	2	-3	0.1	7	4	1
COc1ccccc1-c1ccc(/C=C2\C=CC(=O)O2)o1	5	-5	0.9	-11	0	8	1.4	-122	-5	1
O=C(c1ccco1)N1CCN(c2ccc([N+](=O)[O-])cc2Cl)CC1	7	-18	-0.3	-2	2	4	1.2	3	-7	17
OCCC1CN(Cc2ccc3c(c2)CCO3)CCN1C1CCCC1 (stereo unspecified)	5	3	-0.3	-1	5	-9	0.3	6	-17	-16
O=C(Nc1cccc(Br)c1)c1cc(S(=O)(=O)N2CCOCC2)cs1	24	5	-1.1	-7	2	-4	1.3	-1	-3	-13
Cc1onc(C(=O)Nc2cccnc2Cl)c1[N+](=O)[O-]	-2	-1	-0.4	-7	1	1	0.1	3	1	2
CN(C)c1cccc(NC(=O)c2cccc3c(-c4ccc(F)c(F)c4)coc23)c1	nt	-2	i	nt	nt	26	1.6	nt	19	nt
C=CCN(C(=O)CCC(=O)Nc1cc(C)on1)C(C(=O)NC(C)(C)C)c1ccc(OC)cc1 (stereo unspecified)	6	3	-0.3	4	-4	-10	-0.7	11	-4	0
COC(=O)C1C2CCC(C2)C1C(=O)OCC(=O)c1ccccc1 (stereo unspecified)	13	-4	-0.7	5	0	4	nt	-10	4	2
O=c1[nH]c2cc3c(cc2cc1C(c1nnnn1C1CCCC1)N1CCSCC1)OCCO3 (stereo unspecified)	2	7	i	-4	-2	8	nt	6	-29	-2
CC(C)Oc1ccc(CNC(=O)CCCN2C(=O)C(c3ccccc3)Oc3cccnc32)cc1 (stereo unspecified)	2	-7	-3.4	-9	-1	0	1.7	-1	13	-6
Cn1c(SCC(O)c2ccccc2)nnc1-c1ccc2ccccc2c1 (stereo unspecified)	5	-4	i	-8	4	14	0.9	-14	3	-7
COc1ccccc1N(C(=O)NCc1ccccc1)C1=NCC(C)S1 (stereo unspecified)	32	1	-1.5	-10	2	49	-0.5	7	-1	-7
COc1cc2c(c3ccccc13)CCCC2=O	nt	0	-2.2	-9	nt	1	-9.1	3	-140	nt
O=C(/C=C/c1ccc(Cl)cc1)Nc1ccc(N2CCOCC2)cc1	20	8	1.5	0	2	-7	-0.8	-19	-12	-9
COc1ccc(NC(=O)Nc2ccc3c(c2)CCC3)cc1OC	-8	5	-0.2	13	-2	1	-0.8	-1	-3	-8
CC(=O)c1ccc(Nc2nc(NCCO)nc(OC(C(F)(F)F)C(F)(F)F)n2)cc1	27	5	0.7	-11	-7	-12	nt	5	14	0
CCOc1ccc2nc(SCC(=O)NC3CCCc4ccccc43)sc2c1 (stereo unspecified)	-5	2	-5.9	-10	-2	-3	nt	4	2	-19
O=C(NC1CCCCCC1)C1CC(=O)N(Cc2ccccc2)C1 (stereo unspecified)	-21	-2	-0.5	-14	-3	4	nt	-21	-10	1
O=C1CN(C(=O)COc2c(F)c(F)cc(F)c2F)c2ccccc2N1	18	8	i	-16	-1	1	-0.3	-2	-2	6
CCC(=O)Nc1c2c(nc3c1CCC3)CCCC2	37	-2	-6.7	-2	-1	-11	nt	7	2	-7
Cn1c(SCc2ccccc2Br)nc2ccccc2c1=O	25	-3	i	-19	3	13	0.2	-2	2	-5
CCN(CC)C(=O)C1CCN(Cc2ccc(OCc3ccccc3)c(OC)c2)CC1	22	-4	i	-19	0	16	0.6	-18	4	5
Cc1csc(SCC(=O)Nc2oc(C)c3c(C)n[nH]c(=O)c23)n1	nt	5	-0.3	1	nt	4	2.5	1	18	-5
O=C(CCNS(=O)(=O)c1ccc(Cl)cc1)N1CCN(Cc2ccccc2)CC1	-11	-5	-0.2	-7	0	30	nt	-5	-1	-4
CN(CCc1ccccn1)C(=O)CCNC(=O)Cn1cnc2ccccc2c1=O	-9	4	nt	-1	3	9	nt	8	8	6
Cc1ccc(S(=O)(=O)N2CC3CCCC2C3)cc1 (stereo unspecified)	22	4	i	-1	4	9	1.8	2	7	11
Cc1ccnc(NCc2c(O)ccc3ccccc23)c1	15	5	-1.1	-2	3	16	-3.4	-1	10	5
COC(=O)C1=C(N)Oc2c(c(=O)oc3ccccc23)[C@]12C(=O)N(C)c1ccccc12	3	4	-0.7	-11	7	-4	nt	-1	-1	-2
Cc1nn(-c2ccccc2)c(Cl)c1/C=N/O	-11	10	-0.2	nt	2	-1	1.9	1	-1	-3
COc1ccc(-n2c(Cc3cccn3C)nnc2SCC(=O)Nc2ccc(C)cc2C)cc1	16	0	1.0	9	3	18	2.0	11	1	-1
Cc1cccc(N2CCN(C(=O)C3CC(=O)N(C4CCCC4)C3)CC2)c1C (stereo unspecified)	14	5	i	-1	-1	30	0.2	-6	16	-20
CC1CCN(C(=O)CSc2nnc(-c3cc4ccccc4cc3O)n2Cc2ccco2)CC1	0	-9	i	-7	-1	24	nt	-6	1	4
CN(C)C=NC(=O)c1cn(-c2ccc(F)cc2)c(=O)c2ccccc12	19	2	i	-9	-7	2	1.1	1	-4	2
COc1cccc(C(=O)NNC(=O)c2cccnc2)c1	60*	2	-0.3	5	-8	-9	-0.4	3	11	2
CC1CCc2[nH]c3ccc(C(=O)N(C)CC(=O)Nc4ccc(F)cc4)cc3c2C1 (stereo unspecified)	14	-5	i	6	0	10	0.2	6	7	1
CN(C)NC(=O)C(NC(=O)c1ccccc1)C12CC3CC(CC(C3)C1)C2 (stereo unspecified)	-25	5	i	5	2	-10	0.5	0	1	-5
CCn1nc(NC(=O)c2cccnc2)c2cc3ccccc3nc21	37	-18	-0.3	-12	1	-3	nt	11	9	4
COC(=O)C1=C(C)NC(C)=C([N+](=O)[O-])C1c1ccccc1C(F)(F)F (stereo unspecified)	-7	6&-2	1.1	15&3	-2	5&2	3.0&3.1	5&6	12&5	3&7
COc1ccc(S(=O)(=O)N2CCOCC2)cc1C(=O)NC1CCCCC1	14	4	nt	11	-2	4	2.4	2	7	-1
CCCc1cc(=O)oc2cc(OCC(=O)N(C)C)c(Cl)cc12	2	4	nt	-5	-2	11	nt	-12	2	5
COc1ccccc1CNC(=O)C/C(C)=N/NC(=O)Cc1ccc(OC)c(OC)c1	-2	0	-0.2	nt	2	2	0.9	6	9	-3
CN(C)S(=O)(=O)c1cccc(C(=O)OCC(=O)NCc2ccc3c(c2)OCO3)c1	26	3	-0.2	-7	-2	-1	2.2	-1	-11	-2
COc1nc(OC)nc(N2CCC(C(=O)NCC3CCCCC3)CC2)n1	3	0	-0.3	-8	-4	4	nt	12	10	-7
Nc1c(N(CCC2=CCCCC2)C(=O)COc2ccc([N+](=O)[O-])cc2)c(=O)[nH]c(=O)n1Cc1ccccc1	nt	0	-0.3	-5	nt	7	2.3	-7	5	nt
CCN(Cc1ccccc1)S(=O)(=O)c1ccc(C(=O)N(CCCN(C)C)c2nc3cc4c(cc3s2)OCCO4)cc1	nt	-23	-1.4	47*	nt	-3	0.9	-23	21	10
CC(C)(C)NC(=O)C(c1ccccc1)N(C(=O)CNC(=O)c1cccs1)c1cccnc1 (stereo unspecified)	8	4	i	-1	1	6	1.6	8	-3	5
CCC(=O)Nc1ccc(NC(=O)CN2CCCC(C)C2)c(Cl)c1 (stereo unspecified)	36	2	-0.2	-17	0	8	nt	7	2	2
Cc1cccc(OCc2occc2C(=O)Nc2cccc(-n3cnnn3)c2)c1	2	-4	i	-8	5	-9	-1.1	1	13	-59

Going on with the list:
Molecule	VHR inh abs	PrPC TRFRET	Vc quorum ag	PriA SSB inh	3CLpro inhibitor	Y pestis TopoI	TcdB inh	MazEF act	CCHFV vOTU inh	Rv3671c protease
COCCNc1nc(NCc2ccccc2F)c2sccc2n1	nt	10	-0.8	nt	nt	8	1.2	nt	1	nt
Cc1sc2nc(CC(=O)N3CCCC3)[nH]c(=O)c2c1C	18	-8	-0.4	0	-3	2	1.4	-3	3	-1
O=C(Cc1ccc(NC(=O)C2CCCN(C(=O)C3CCCCC3)C2)cc1)Nc1cccc(C(=O)N2CCCC2)c1 (stereo unspecified)	nt	-7	-1.0	-14	nt	25	1.1	2	0	nt
CCc1cccc2c(C(=O)CCl)c[nH]c12	26	-7	i	4	4	7	0.4	9	11	-6
C=CCn1c(SCC(=O)Nc2ncc(Cc3cc(Cl)ccc3Cl)s2)nnc1-c1ccncc1	24	-4	i	-4	1	16	nt	-10	7	-8
O=C(c1ccncc1)N1CCN(C(=O)c2cccc3ccccc23)CC1	-5	-6	2.4	-8	-7	1	nt	2	16	3
Cc1cccc(C)c1NC(=O)COC(=O)c1ccccc1O	-7	-5	-0.2	-2	3	2	0.6	5	2	1
COc1ccccc1S(=O)(=O)Nc1cccc(S(=O)(=O)N2CCCC2)c1	nt	8	-0.4	6	nt	-1	1.2	8	-11	-4
CCc1cccc(C)c1NC(=O)COC(=O)CC1CCCC1	nt	9	i	0	nt	-5	1.9	7	-7	11
Cc1ccc(SCCOCCN2CCc3ccccc3C2)cc1	-11	-3	-5.6	-13	4	27	0.0	0	0	0

An excerpt from above in order of count of non-hydrogen atoms, falling:
Molecule	VHR inh abs	PrPC TRFRET	Vc quorum ag	PriA SSB inh	3CLpro inhibitor	Y pestis TopoI	TcdB inh	MazEF act	CCHFV vOTU inh	Rv3671c protease
C=CCn1c(SCC(=O)Nc2ncc(Cc3cc(Cl)ccc3Cl)s2)nnc1-c1ccncc1	24	-4	i	-4	1	16	nt	-10	7	-8
CCN(CC)C(=O)C1CCN(Cc2ccc(OCc3ccccc3)c(OC)c2)CC1	22	-4	i	-19	0	16	0.6	-18	4	5
COc1ccc(CN(C)C2c3ccccc3-c3ccccc32)cc1	45	7	-0.6	-32	-2	18	nt	2	14	-6
Cc1ccc(SCCOCCN2CCc3ccccc3C2)cc1	-11	-3	-5.6	-13	4	27	0.0	0	0	0
Cc1onc(C(=O)Nc2cccnc2Cl)c1[N+](=O)[O-]	-2	-1	-0.4	-7	1	1	0.1	3	1	2

Continued.
Molecule	VHR inh abs	PrPC TRFRET	Vc quorum ag	PriA SSB inh	3CLpro inhibitor	Y pestis TopoI	TcdB inh	MazEF act	CCHFV vOTU inh	Rv3671c protease
C=C(C)Cn1c(Sc2nc3ccccc3[nH]2)nc2c1c(=O)[nH]c(=O)n2C	-5	-3	i	2	1	3	nt	0	-9	-3
O=c1[nH]c(CN(CCO)CCO)nc2c1C1(CCCCC1)Cc1ccccc1-2	14	-1	-1.4	6	1	-1	nt	-18	-3	0
CC(C)(C)CN1C(=O)C(=O)NC[C@@H]1CCCCN	nt	4	-0.4	-6	nt	-3	-1.2	5	3	7
COc1cccc2c(=O)c3ccccc3oc12	28	-2	i	-10	0	-1	1.4	12	-11	-2
Cc1ccc(S(=O)(=O)CCC(=O)OCc2nnc(-c3ccccc3)o2)cc1	nt	5	-3.3	-4	nt	20	0.3	-3	-7	-3
CCN(CC)C(=O)COc1ccc(/C(C)=N/Nc2ncc(Cl)cc2Cl)cc1	13	-2	i	nt	7	26	-1.8	3	4	12
CSc1ccccc1OCc1cc(C(=O)NCCC2CCCCO2)no1 (stereo unspecified)	-9	-1	-0.1	10	-2	15	0.3	-3	-4	nt
CC1=C(C(=O)O)N2C(=O)[C@@H](NC(=O)CCCC(=O)O)[C@H]2SC1	16	-8	-0.7	-4	1	1	1.3	4	1	-5
CC(=O)c1c(N2CCN(C)CC2)nc(=S)n(-c2cc(C)ccc2C)c1C	14	5	i	3	-3	13	0.8	6	1	3
CN(C(=O)c1cccc(NC(=O)Cc2ccc(NC(=O)C3CCCN(C(=O)C4CC4)C3)cc2)c1)C1CCC1 (stereo unspecified)	nt	2	-1.8	-7	nt	10	-8.0	9	1	nt
Nc1c(Cl)cc(C2=NCCn3c2c2ccc(C(F)(F)F)cc2[n+]3[O-])cc1Cl	nt	-1	0.6	-2	nt	11	1.7	14	3	-5
